# NLRP3 yeast inh: NALP3 inhibition in yeast; inhibition, % at 10 µM; 0.39% of 330,000 active; AID 2825; Yeast reconstituted NLRP3/ASC/caspase-1, beta-gal luminescence, 24 h;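 active = inhibition of 50% or more; inactive = inhibition below 50%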;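 also: plate controls were induced DMSO wells for no effect and uninduced yeast grown without galactose for full effect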
# NR3A LBD binder: modulators (binders) of human NR3A ligand-binding domain; NR3A LBD differential scanning fluorimetry, Tm shift; 0% = protein alone, 100% = glycine-bound protein; Tm shift relative to glycine control, % at 25 µM; 2.5% of 340,000 active; AID 1259313;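 active = melting temperature shift of at least 10% of the positive control shift, at one fixed dose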
# TIM10 inh: TIM10 yeast growth inhibition; S. cerevisiae TIM10 strain growth, BacTiter-Glo luminescence, 24 h; 1.4% of 330,000 active; inhibition, % at 10 µM;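 active = inhibition of 40% or more at the single tested concentration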;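 also: wild-type TIM10 isogenic control strain grown at permissive 25 °C; 0% = DMSO yeast wells and 100% = minimal medium wells without yeast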
# tim10-1 inh: inhibits growth of tim10-1 mutant yeast; S. cerevisiae tim10-1 ts strain growth, BacTiter-Glo, 24 h; inhibition, % at 20 µM; 2.2% of 330,000 active;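 active = inhibition of at least 40%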;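 also: mutant grown at 25 °C; 0% = DMSO wells with yeast and 100% = wells holding no yeast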
# Mdm2 MdmX PPI: human Mdm2/MdmX binding inhibition | SaOS-2 split-luciferase Mdm2/MdmX complementation, luminescence | inhibition, % at 8 µM | 3% of 330,000 active | AID 485346;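 active = inhibition of at least 50% at 8 µM in the primary screen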
# Target sequence (O15151 whole entry, looked up): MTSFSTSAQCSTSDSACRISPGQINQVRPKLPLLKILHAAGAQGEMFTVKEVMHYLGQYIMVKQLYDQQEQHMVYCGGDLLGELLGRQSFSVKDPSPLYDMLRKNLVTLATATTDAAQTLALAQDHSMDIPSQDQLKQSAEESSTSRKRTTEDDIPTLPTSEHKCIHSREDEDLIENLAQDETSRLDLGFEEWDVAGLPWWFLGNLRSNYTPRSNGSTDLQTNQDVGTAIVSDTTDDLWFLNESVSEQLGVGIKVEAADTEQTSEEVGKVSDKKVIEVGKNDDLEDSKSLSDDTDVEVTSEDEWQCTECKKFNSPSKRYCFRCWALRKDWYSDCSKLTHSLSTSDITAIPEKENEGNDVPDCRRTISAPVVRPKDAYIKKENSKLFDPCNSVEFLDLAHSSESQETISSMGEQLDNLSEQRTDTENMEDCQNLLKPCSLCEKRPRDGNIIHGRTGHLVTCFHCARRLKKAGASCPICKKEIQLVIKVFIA
# Target sequence (Q00987 whole entry, looked up): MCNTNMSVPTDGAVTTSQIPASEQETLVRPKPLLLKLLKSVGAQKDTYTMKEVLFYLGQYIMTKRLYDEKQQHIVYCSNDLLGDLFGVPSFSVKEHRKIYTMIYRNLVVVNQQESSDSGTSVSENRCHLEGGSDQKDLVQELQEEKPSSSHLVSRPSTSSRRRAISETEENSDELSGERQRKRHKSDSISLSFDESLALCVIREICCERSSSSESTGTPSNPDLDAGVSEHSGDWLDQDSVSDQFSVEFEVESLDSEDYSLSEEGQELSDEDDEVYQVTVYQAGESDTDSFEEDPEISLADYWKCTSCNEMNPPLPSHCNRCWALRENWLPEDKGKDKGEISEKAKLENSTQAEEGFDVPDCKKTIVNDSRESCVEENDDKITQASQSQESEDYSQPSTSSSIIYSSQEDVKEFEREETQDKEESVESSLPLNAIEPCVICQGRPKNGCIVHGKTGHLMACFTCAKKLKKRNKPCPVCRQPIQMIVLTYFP
# UPR CHOP act: apoptotic UPR (CHOP) activation. 0.34% of 330,000 active. activation, % at 10 µM. CHO-CHOP luciferase reporter, luminescence; percent of tunicamycin response over DMSO baseline;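 active = at 10 µM dose, activation of 40% or more, normalized to positive control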;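 also: 100% = tunicamycin at 10 µg/mL and 0% = DMSO alone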
#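 Evaluation: % reporter activation, DMSO baseline versus tunicamycin full activation; System: CHO-CHOP luciferase reporter cell line; Input: 500 cells/well; Incubation: 6 h compound treatment, 37 °C; Measured by: Steady-Glo luciferase luminescence; Dosing: one dose, 10 µM in 0.5% DMSO; Buffer or medium: F12 medium, 10% FBS; Benchmarks: positive tunicamycin 10 µg/mL, negative DMSO alone.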
# tim23-1 inh: tim23-1 yeast growth inhibition. 1.3% of 330,000 active. AID 463212. S. cerevisiae tim23-1 growth, BacTiter-Glo luminescence, 24 h. inhibition, % at 20 µM;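 active = growth inhibition of the mutant yeast at or above 50%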;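 also: temperature-sensitive mutant grown at 25 °C; plate controls were DMSO-treated mutant yeast for no effect and medium wells lacking yeast for full effect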
# APJ agonist: APJ receptor agonism. CHO-K1 APJ PathHunter beta-arrestin, luminescence; 0% DMSO wells, 100% apelin. P35414. activation, % at 20 µM. 0.11% of 330,000 active;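 active = activation more than six SD over the plate average, tested at 20 µM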;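 also: 0% = DMSO alone and 100% = apelin-13 at 10 nM; some results filed as inactive read as strong as hits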
#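 Test system – PathHunter CHO-K1 APJ (AGTRL-1) beta-arrestin reporter cells · Input – 1000 cells/well · Compound – single test compound dose, 20 µM final, 1% DMSO · Times – compound stimulation 90 min at 25 °C, detection 60 min · Technique – beta-gal luminescence · Read-out basis – APJ–arrestin association signal · Control set – negative DMSO alone, positive Apelin-13 at 10 nM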
# UPR XBP1 act: adaptive UPR (XBP1) activation | CHO-XBP1 luciferase reporter, IRE1-XBP1 UPR activation, luminescence; percent of tunicamycin response, DMSO as zero | activation, % at 20 µM | 0.33% of 330,000 active;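 active = versus positive control, 20 µM dose yields 30% or more activation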;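 also: 100% = tunicamycin at 10 µg/mL and 0% = DMSO only wells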
#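 Test system: CHO-XBP1 luciferase reporter cells | Buffer or medium: Serum-containing F12 medium, 10% FBS | Schedule: 6 h compound exposure at 37 °C, 5% CO2 | Detection: Steady-Glo luciferase glow luminescence, 10 min after reagent addition | Read-out basis: Activation, % of tunicamycin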
# The depositor's hits bear a star; / = not tested or not shown.
molecule	NLRP3 yeast inh	NR3A LBD binder	TIM10 inh	tim10-1 inh	Mdm2 MdmX PPI	UPR CHOP act	tim23-1 inh	APJ agonist	UPR XBP1 act
COc1ccccc1C(=O)N1CCN(C(=O)c2ccncc2)CC1	12	1	-1	1	28	-2.1	-15	-2	0
CC(C)(C)C1CCC(=NNS(=O)(=O)c2ccc(Br)cc2)CC1 (stereo unspecified)	1	-9	24	6	-7	-0.3	18	7	-2
CCOc1ccc(C(=O)OCC(=O)NCCNC(=O)COC(=O)c2ccc(OCC)cc2)cc1	4	14*	9	8	18	0.4	16	3	-7
COc1ccc(C(=O)NCCNc2nc3c(C)cccc3cc2C#N)cc1	21	-1	-11	7	20	1.1	30	-3	2
COC(=O)c1sccc1NC(=O)CSCCc1ccncc1	6	-1	0	3	30	-1.0	8	-3	-3
N/C(COc1ccc(Cl)cc1Cl)=N\NS(=O)(=O)c1ccccc1	-3	-1	1	21	29	-0.3	-1	-3	1
O=C(C1=C[C@H](c2ccc3c(c2)OCO3)C[C@H](OCCCCO)O1)N1CCN(Cc2ccccc2)CC1	6	-3	9	10	5	2.7	26	0	-4
CCC(CC)c1nnc(NC(=O)C2CSC3(C)CCC(=O)N23)s1 (stereo unspecified)	11	0	7	19	11	-0.3	21	-7	-2
O=C(c1cccc2ccccc12)N1CCN(c2ccc([N+](=O)[O-])c(NCc3ccco3)c2)CC1	18	-1	15	2	16	2.2	9	-4	-3
Cc1sc2nc(CSc3ccc([N+](=O)[O-])cc3)[nH]c(=O)c2c1C	7	/	5	6	15	1.1	-8	-1	-2
COc1cccc(OC)c1C(=O)Nc1ccccc1C(=O)N1CCOCC1	3	3	7	9	13	-0.6	1	-5	-1
NC(=O)Cc1ccc(C(=O)CSc2nnc(-c3ccncc3)n2C2CC2)s1	5	-3	-5	14	6	0.6	10	1	1
O=C(CSc1n[nH]c(=O)[nH]c1=O)c1ccccc1[N+](=O)[O-]	14	1	3	-8	13	-0.7	15	0	-3
Clc1ccc(Oc2nc3ccccc3n3cccc23)cc1	5	-7	2	8	19	-0.6	-7	-3	0
COc1ccc2c(CC(=O)Nc3ccc(OC)c(NS(=O)(=O)c4ccc(F)cc4)c3)coc2c1	10	-1	19	13	11	1.3	13	4	-3
COc1ccccc1NC1=C(C)C(=O)CC1	17	-2	-11	3	40	-0.6	6	-1	4
CCCC(=O)Nc1c(-c2cccs2)c(=O)c2ccccc2n1C	-13	-4	-25	4	14	-0.3	-7	2	3
O=C(CCCSc1nc(-c2ccco2)cc(C(F)(F)F)n1)NCC1CCCO1 (stereo unspecified)	11	-1	5	6	-27	-1.7	11	-6	-1
COc1ccc(NC(=O)CSc2ncnc3c2cnn3Cc2ccccc2)cc1	3	7	23	0	16	-3.6	-6	-3	0
NC(=O)c1ccccc1N/C=C/C(=O)c1ccccc1	4	-1	19	5	-91	-2.3	22	-6	-3
O=C1C2C3C=CC(CC3)C2C(=O)N1c1ccc(Cl)cc1Cl (stereo unspecified)	6	1	7	19	7	0.7	39	-3	-6
COc1ccc(CSc2nnc(C)n2N)cc1[N+](=O)[O-]	6	1	6	9	-27	0.8	-8	4	1
CC(C)Cc1nnc(NC(=O)CSc2nc(O)c(-c3ccccc3)c(=O)[nH]2)s1	20	1	-4	14	16	-1.1	12	1	-2
CC(C(=O)Nc1ccccc1)N1C(=O)c2ccccc2C1=O (stereo unspecified)	7	-1	-5	-6	8	-1.0	15	-5	-2
COc1ccc2nc(Nc3ccccc3)sc2c1	16	30*	26	33	-157	-0.2	56*	-3	3
CCc1nc(SCC(=O)c2ccc(Cl)s2)c2oc3ccccc3c2n1	6	-6	-10	-1	13	0.8	24	-2	4
COc1ccc(C(=O)NC2CCc3ccccc32)cc1OC1CCN(C(C)C)CC1 (stereo unspecified)	16	2	8	-2	-17	4.1	4	9	1
CCOC(=O)C1=C(C)N=C2c3ccccc3C(=O)C2C1c1ccc(Br)cc1 (stereo unspecified)	-1	/	17	28	24	3.3	25	-5	8
CCc1nc(C)cn1S(=O)(=O)c1ccc(Cl)c(Cl)c1Cl	4	1	28	31	2	-2.4	21	-2	0
CCCCNC(=S)N(CCN(C)C)Cc1cc2cc3c(cc2[nH]c1=O)OCCO3	2	-1	4	10	18	1.0	11	-4	-4
COc1cc(C(=O)Nc2ccc(C)cc2)c(-n2cnnn2)cc1OC	9	1	8	13	-11	0.6	0	-4	-2
CCOC(=S)N/C(=N\S(=O)(=O)c1ccc(C)cc1)c1ccccc1	9	2	-3	7	11	0.3	8	-3	-1
Cc1nn(CC(=O)NCCCN2CCCCC2)c(=O)c2cc(-c3ccccc3)nn12	-1	0	2	-13	17	-1.9	1	0	-3
COc1ccc(/C=N/NC(=O)c2cc(Br)ccc2O)cc1Cn1cc(Cl)cn1	3	21*	9	9	8	1.1	1	-1	0
O=C(Cn1nc(C(=O)O)c2ccccc2c1=O)NCCC1=CCCCC1	-2	-2	-5	-18	8	-0.1	-2	-2	-2
CCCOc1ccc(C(=O)O/N=C(\CC)c2ccc(C)cc2)cc1	30	-1	37	38	23	-0.1	23	-3	-3
Cc1nc(CSc2nnc(Nc3cccc(C)c3C)s2)cs1	1	8	28	30	-16	2.0	30	2	2
CC(C)CCNC(=O)C1CCC(=O)N1C(C)C (stereo unspecified)	-3	0	-13	4	20	-2.7	-1	-2	-2
CCn1c(SC(C)C(=O)NC2CCCc3ccccc32)nnc1-c1cccs1 (stereo unspecified)	20	1	-3	8	11	-2.6	4	-3	-4
O=C(C[n+]1ccc(/C=C/c2ccccc2)cc1)c1ccc2c(c1)OCCO2	-2	1	9	15	75*	-2.4	6	-9	-1
CC1CCN(CCC(=O)Nc2ccc(F)c(F)c2)CC1	18	-1	-7	3	15	0.9	9	-1	-1
O=C(Nc1ccc(O)cc1C(=O)O)c1ccc(NC(=O)c2ccco2)cc1	12	7	14	3	24	-0.3	17	-4	3
CC(=O)N1CC(=O)N=C1SCC(=O)Nc1nc(-c2ccccc2)c(-c2ccccc2)s1	27	-3	-35	16	57*	8.1	17	-2	16
COc1cc(/C=C/C(=O)O)cc(S(=O)(=O)Nc2ccccc2Oc2ccccc2)c1OC	18	2	-14	-2	-2	-2.4	12	-3	-4
O=C(O)c1ccc(NC(=O)c2ccccc2NC(=O)c2cccc(Br)c2)cc1	4	-1	-1	26	15	-0.2	8	-1	-5
COCCNC(=O)CCCn1c(=O)c2cc(OC)c(OC)cc2n(CC(=O)c2ccc(Cl)cc2)c1=O	12	/	10	9	12	-1.7	9	-1	0
COc1ccc(C(=O)CCC(=O)NCCc2c[nH]c3ccccc23)cc1	18	0	-1	22	1	-1.0	21	-2	-6
CN(C(=O)COC(=O)/C=C/c1cccs1)C1CCCCC1	11	-1	-1	2	-25	0.7	24	-3	-2
Cc1nc2ccc(Br)cc2c2c1CC(CBr)O2 (stereo unspecified)	-42	3	17	25	35	2.4	48	-2	0
CCn1cc(C(=O)O)c(=O)c2cnc(N3CCN(C(=S)NC(=O)c4ccccc4)CC3)nc21	2	-1	-3	-9	5	-1.1	3	-4	0
CCCOc1ccc(C2/C(=C(\O)c3c(C)[nH]c(C(=O)OC)c3C)C(=O)C(=O)N2CCN(C)C)cc1 (stereo unspecified)	-4	-1	-14	10	-16	-2.2	12	1	-5
COc1cc(S(=O)(=O)Nc2ccccc2C)ccc1Cl	10	-1	0	17	21	1.8	20	-4	-2
Cc1nc(C)c(C(=O)O)s1	5	-1	5	0	2	-1.6	5	-3	-2
COc1ccccc1NC(=O)Cc1nnc(SCC(=O)NC2CCCCC2)n1C	6	1	8	15	9	1.8	15	1	2
O=C(NC(=S)Nc1ccccc1C(=O)O)c1ccc2ccccc2c1	2	-1	22	12	-36	0.9	25	-2	2
CCOC(=O)c1c(NC(=S)NC)sc2c1CC(C)(C)SC2	7	-31	26	19	10	-0.8	47	-3	-3
Cc1cccc2c1N(CC(=O)OC(C)C)C(=O)C2=O	10	-1	12	23	2	0.1	3	-5	-2
Cn1c(SCC(=O)O)nc2sc3c(c2c1=O)CCC3	21	-1	-5	4	7	1.9	7	-2	-5
CCC/C=N/NC(=O)c1ccccc1O	16	-1	14	4	11	-0.3	0	-3	-1
C[C@@H]1NC(=O)c2cc([N+](=O)[O-])cc(I)c2NCCCC[C@@H](C(N)=O)NC(=O)[C@H](CC(N)=O)NC1=O	19	-2	-17	-19	4	1.2	-7	-2	0

# Further results follow.
molecule	NLRP3 yeast inh	NR3A LBD binder	TIM10 inh	tim10-1 inh	Mdm2 MdmX PPI	UPR CHOP act	tim23-1 inh	APJ agonist	UPR XBP1 act
Cc1ccc(NC(=O)CSc2ccc3nnc(-c4cccnc4)n3n2)cc1	19	0	5	4	13	0.6	9	-3	-8
CCN(CC)CCOC(=O)c1cccc2c1-c1ccccc1C2O (stereo unspecified)	16	1	-13	4	-5	-0.9	-6	-4	-2
Cc1ccc(S(=O)(=O)N2CCOCC2)cc1C(=O)N1CCCCCC1	7	0	2	10	-11	-0.7	16	9	-3
Cc1ccccc1NC(=O)c1snc2c(=O)[nH]cnc12	2	/	1	-4	-17	-1.1	13	-1	-4
CC1CCCN(CCS(=O)(=O)c2ccccc2)C1 (stereo unspecified)	7	0	17	11	12	0.0	18	3	-3
O=S(=O)(NCCc1csc(-c2cccnc2)n1)c1cccs1	3	13*	1	15	18	-1.1	14	-2	-3
Cc1ccc2c(c1)NC(=O)C(CC(=O)O)O2 (stereo unspecified)	9	-2	3	9	23	-0.3	11	-4	-3
COC(=O)c1cc2sc(Cl)cc2n1CC(=O)N1CCCc2ccccc21	10	0	32	34	21	-1.0	36	3	1
CC(C)(C)NC(=O)C(c1ccncc1)N(C(=O)c1csnn1)c1cccc2ccccc12 (stereo unspecified)	15	2	0	2	10	-1.6	3	-3	-5
COc1ccc(-c2nc(C)sc2CC(=O)O)cc1OC	15	-1	10	-6	-7	0.2	6	-2	-3

# In a second layout: four of the compounds above
molecule: CC1CCCN(CCS(=O)(=O)c2ccccc2)C1 (stereo unspecified)
  NLRP3 yeast inh: 7
  NR3A LBD binder: 0
  TIM10 inh: 17
  tim10-1 inh: 11
  Mdm2 MdmX PPI: 12
  UPR CHOP act: 0.0
  tim23-1 inh: 18
  APJ agonist: 3
  UPR XBP1 act: -3

molecule: O=S(=O)(NCCc1csc(-c2cccnc2)n1)c1cccs1
  NLRP3 yeast inh: 3
  NR3A LBD binder: 13*
  TIM10 inh: 1
  tim10-1 inh: 15
  Mdm2 MdmX PPI: 18
  UPR CHOP act: -1.1
  tim23-1 inh: 14
  APJ agonist: -2
  UPR XBP1 act: -3

molecule: Cc1ccc2c(c1)NC(=O)C(CC(=O)O)O2 (stereo unspecified)
  NLRP3 yeast inh: 9
  NR3A LBD binder: -2
  TIM10 inh: 3
  tim10-1 inh: 9
  Mdm2 MdmX PPI: 23
  UPR CHOP act: -0.3
  tim23-1 inh: 11
  APJ agonist: -4
  UPR XBP1 act: -3

molecule: COC(=O)c1cc2sc(Cl)cc2n1CC(=O)N1CCCc2ccccc21
  NLRP3 yeast inh: 10
  NR3A LBD binder: 0
  TIM10 inh: 32
  tim10-1 inh: 34
  Mdm2 MdmX PPI: 21
  UPR CHOP act: -1.0
  tim23-1 inh: 36
  APJ agonist: 3
  UPR XBP1 act: 1
